High-throughput results deposited in PubChem BioAssay by National Center for Advancing Translational Sciences (NCATS).
KB-V1 MDR tox: kills drug-selected multidrug resistant KB-V1 cells; AID 1347076; KB-V1 MDR cells viability, CellTiter-Glo, 72 h; Potency, µM (series often up to 46.1 µM), without a hit: at the highest dose activity change, negative = cytotoxicity, most hits filed as cytotoxic; hit rate 3.4% among 400,000; further: potency means the concentration at half of the fitted maximal effect; on the % scale 0 is the no-effect control and ±100 the full control effect; nearly all actives have a fitted effect of over 60% in size
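In this primary screen, KB-V1 cells overexpressing P-gp are incubated with library compounds (lowest to highest concentration) for 72 h at 37 degrees C before a luminescent ATP viability read.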
IL-1B inflam inh: inhibitors of inflammasome signaling (IL-1 beta secretion) | THP-1 LPS/ATP IL-1B secretion, AlphaLISA, 16 h; stronger effect = lower value | activity change, % at 57.5 µM | hit rate 4.7% among 360,000 | AID 743279; in the data active means activity change below about -50%; inconclusive means mostly about -30% to -49%; further: on the % scale 0 is the no-effect control and ±100 the full control effect
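Secreted IL-1B measured by AlphaLISA bead assay after 16 h compound exposure of THP-1 cells; compounds (final up to 57.5 uM) added 1 h before LPS (250 ng/mL) and ATP (1.25 mM) stimulation; lower signal means less secretion.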
DRD3 agonist: activates the human D3 dopamine receptor | D3R DiscoveRx beta-arrestin cells, luminescence, 90 min | AID 652048 | P35462 | max activation, % | hit rate 0.58% among 410,000; in the data active means max activation above about 30%; further: 0% is about no effect; mostly tested at two doses, the higher about 12 µM
Target sequence (P35462 whole entry, looked up): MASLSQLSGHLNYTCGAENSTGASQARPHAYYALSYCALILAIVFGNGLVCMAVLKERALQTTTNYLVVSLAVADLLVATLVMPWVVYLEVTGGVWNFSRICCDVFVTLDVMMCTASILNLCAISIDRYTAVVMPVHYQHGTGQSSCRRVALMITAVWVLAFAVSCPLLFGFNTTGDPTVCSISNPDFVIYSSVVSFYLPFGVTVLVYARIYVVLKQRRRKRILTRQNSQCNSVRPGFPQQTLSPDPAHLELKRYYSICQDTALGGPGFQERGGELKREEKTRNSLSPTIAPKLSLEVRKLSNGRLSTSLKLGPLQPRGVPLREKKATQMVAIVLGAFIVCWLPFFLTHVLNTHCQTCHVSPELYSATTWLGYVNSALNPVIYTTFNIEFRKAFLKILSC
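Cells at 1500/well, incubated overnight, then treated with pinned compounds (dopamine as control) for 90 min at 37 degrees C. DiscoveRx reagent added for 30 - 60 minutes at room temperature; luminescence read.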
SW480 rereplic: induces DNA re-replication in SW480 colon adenocarcinoma cells; SW480 DNA re-replication, Hoechst DNA content imaging, 48 h; hit rate 1.8% among 340,000; Potency, µM (doses to about 46.1 µM), for the others: at the highest dose re-replication activation, most hits filed as activators; further: potency means the concentration at half of the fitted maximal effect; % of control where 0% means no effect; nearly all actives have a fitted effect of over 55% in size
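Cells (250 per well) received 23 nL compound or DMSO by pin tool and were kept 48 hr at 37 C, 5% CO2. Nuclei were then stained with Hoechst for 40 min and scanned for DNA content.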
GLP1R ag: activates the human GLP-1 receptor. P43220. HEK293 GLP-1R CRE-luciferase, luminescence, 4-6 h; cells express a hypersensitive GLP-1R form. hit rate 0.007% among 380,000. Potency, µM (titrated, usually from 45.6 µM), inactives show top-dose activation, actives largely listed as activators; further: potency means the concentration at half of the fitted maximal effect; % of control where 0% means no effect
Target sequence (P43220 whole entry, looked up): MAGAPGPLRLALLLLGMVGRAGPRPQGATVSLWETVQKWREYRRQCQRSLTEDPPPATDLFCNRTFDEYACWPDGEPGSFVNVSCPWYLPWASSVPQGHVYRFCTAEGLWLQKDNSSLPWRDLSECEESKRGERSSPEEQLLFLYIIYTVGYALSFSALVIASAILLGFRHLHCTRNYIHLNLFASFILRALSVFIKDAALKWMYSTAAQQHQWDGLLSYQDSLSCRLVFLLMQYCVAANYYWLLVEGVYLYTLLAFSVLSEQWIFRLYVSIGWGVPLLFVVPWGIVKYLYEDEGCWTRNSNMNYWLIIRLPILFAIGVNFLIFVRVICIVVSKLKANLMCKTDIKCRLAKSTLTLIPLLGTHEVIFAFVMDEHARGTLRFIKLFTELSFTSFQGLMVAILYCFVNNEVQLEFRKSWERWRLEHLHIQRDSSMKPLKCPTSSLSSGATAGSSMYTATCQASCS
KB-3-1 cytotox: kills parental KB-3-1 adenocarcinoma cells. Potency, µM (top dose mostly 46.1 µM), for inactives: at the highest dose activity change, negative = cytotoxic, most hits filed as cytotoxic. KB-3-1 viability, CellTiter-Glo ATP luminescence, 72 h. hit rate 1.4% among 400,000; further: potency means the concentration at half of the fitted maximal effect; on the % scale 0 is the no-effect control and ±100 the full control effect; nearly all actives have a fitted effect of over 60% in size
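Parental KB-3-1 viability, qHTS format: 72 h compound exposure, 37 °C; CellTiter-Glo; media-only wells and DMSO plates as controls; concentration-effect fits on corrected data.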
D3 antag: blocks the human D3 dopamine receptor. P35462. D3R cells, DiscoveRx beta-arrestin luminescence, antagonist mode; stronger effect = lower value. max response, negative = inhibition, %. hit rate 2.5% among 360,000. AID 652054; in the data active means max response below about -50%; inconclusive means no clear call, values can overlap the other calls; further: on the % scale 0 is the no-effect control and ±100 the full control effect; mostly tested at two doses, the higher about 12 µM
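Cells expressing the human receptor were seeded at 1500 cells/well, incubated overnight at 37 degrees C in 5% CO2, then exposed to library compounds with dopamine controls for 90 minutes at 37 degrees C before luminescent detection.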
HT1080 IDH1KD tx: kills HT-1080 cells with IDH1 knockdown; AID 686971; hit rate 2% among 360,000; HT-1080 IDH1 knockdown viability, ATP luminescence, 48 h; Potency, µM (series often up to 46.1 µM), without a hit: at the top dose activity, negative = toxicity, actives largely listed as cytotoxic;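 further: potency means the concentration at half of the fitted maximal effect; 0% = DMSO wells and -100% = cell-free medium wells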
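Cytotoxicity counter-line: IDH1KD HT-1080, 48 h, CellTiter-Glo. Curves classed by r2, magnitude and activity.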
HT1080NT lethal: kills 2HG-producing HT-1080-NT fibrosarcoma cells; HT-1080-NT fibrosarcoma viability, CellTiter-Glo ATP luminescence, 48 h; Potency, µM (series often up to 46.1 µM), without a hit: at the top dose activity, negative = less viability, most hits filed as cytotoxic; hit rate 1.6% among 360,000; AID 686970;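 further: NT is the 2HG producing partner of a matched IDH1 knockdown line; potency means the concentration at half of the fitted maximal effect; 0% = DMSO-treated cells and -100% = media-only wells without cells; nearly all actives have a fitted effect of over 55% in size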
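Viability of the 2HG-overproducing fibrosarcoma line after 48 hours of compound exposure at 37 degrees C was determined by luminescence with CellTiter-Glo, and concentration-effect curves were then fitted and categorized.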
* = called active by the depositor; ? = inconclusive; . = not tested or not shown; & = joins results of further samples; [ ] = remark or other dose. Unless noted, the call rests on the fitted dose curve; in most records, active means well fitted curve in the direction sought with a large enough effect; inconclusive means small, poorly fitted or top-dose-only effect, or another doubt; inactive means no such curve, though single readings can be large; an effect the other way counts as inactive or inconclusive.

SMILES	KB-V1 MDR tox	IL-1B inflam inh	DRD3 agonist	SW480 rereplic	GLP1R ag	KB-3-1 cytotox	D3 antag	HT1080 IDH1KD tx	HT1080NT lethal
Fc1ccccc1Cn1cc(C(=S)N2CCOCC2)c2ccccc21	?	-25	3	-13%	13%	0%	-1	3%	-8%
CN1CCN(C(=O)c2cc3nc(-c4ccc(Cl)cc4)cc(C(F)(F)F)n3n2)CC1	3%	?	-4	-2%	2%	1%	-29	-2%	-13%
COc1ccc(OCc2nc3ccccc3n2Cc2ccccc2Cl)cc1	-14%	.	5	.	-4%	-21%	.	.	.
COc1ccc(-c2ccc(-c3cc(=O)oc4cc(OC)c(OC)c(OC)c34)cc2)cc1	0%	40	0	0%	6%	0%	-4	13%	4%
COC(=O)Nc1ccc2c(c1)ncn2C1CCCCC1	-11%	0	-5	-24%	13%	-6%	37	-3%	-2%
O=C(O)CSCC(=O)Nc1ccc(C(=O)O)cc1	24%	1	-4	-8%	-5%	13%	-6	17%	23%
Fc1ccc(CSc2nnc(Cc3sc(-c4ccccc4)nc3-c3ccccc3)o2)cc1	6%	4	-7	-3%	20%	-5%	1	10%	3%
COc1cccc(CNC(=O)c2cc3c(c(-c4cccc(-c5cccc(C#N)c5)c4)n2)[C@H](CCO)N(S(=O)C(C)(C)C)C3)c1 (stereo partly drawn)	14%	-17	14	.	-5%	0%	0	8%	7%
CC(C)C(=O)N1CCC2(CC1)Oc1ccc(Cl)cc1C(=O)C21CC(c2ccccc2)=NO1 (stereo not drawn)	-30%	?	-36	-51%[inhibitor][9.22 µM]	3%	-25%	?	-1%	-5%
O=C(NCCc1ccccc1)C(=O)NCC1OCCN1S(=O)(=O)c1ccccc1 (stereo not drawn)	-5%	-9	6	6%	10%	17%	5	1%	2%
O=C(COc1ccccc1Cl)Nc1ccc(S(=O)(=O)Nc2ccccn2)cc1	-22%	?	10	24%	12%	-8%	-24	-7%	-3%
CCC1CCCCN1C(=O)CCCc1ccccc1 (stereo not drawn)	2%	?	6	?	3%	2%	5	5%	-1%
C=CCn1c2ccccc2c(=O)c2cc(C#Cc3ccccn3)ccc21	-24%	?	14	-11%[9.22 µM]	22%	?	39	-7%	-23%
CCOC(=O)C1=C(C)N=c2s/c(=C\c3ccc(OC(C)=O)cc3)c(=O)n2C1/C=C/c1ccccc1 (stereo not drawn)	?	11	-11	2%	-2%	?	4	6%	5%
O=C(NNC(=O)c1cccs1)c1ccc(S(=O)(=O)N2CCCCC2)cc1	?	-3	1	3%	10%	0%	3	10%	12%
O=C(CCc1ccccc1)NCc1ccc(F)cc1	?	38	2	-6%	5%	-1%	5	0%	7%
Cc1ccc(C(=O)Nc2ccc(S(=O)(=O)Nc3ncccn3)cc2)cc1[N+](=O)[O-]	11%	17	-6	-3%	-5%	1%	?	-1%	-7%
Cc1cccc(C)c1NC(=S)Nc1ccc(F)cc1	-69%	10	2	-2%	4%	-2%	-25	-2%	6%
CCN(CC)C(=S)Nc1cc(C(=O)OC)ccc1C(=O)OC	-3%	9	6	-2%	8%	-2%	1	-4%	14%
Cc1cc(NC(=O)c2ccc(COc3ccc(Cl)c(C)c3)o2)no1	-20%	-3	4	3%	5%	7%	-6	3%	0%
O=Cc1c(-[n+]2ccccc2)nc([O-])n1-c1ccccc1	?	16	-4	-7%	-2%	?	8	8%	17%
Cc1ccccc1C(=O)c1c[nH]c(C(=O)N=CN(C)C)c1	-8%	-7	5	0%	0%	2%	4	8%	15%
CCOC(=O)c1cc(S(=O)(=O)N2CCN(c3ccc(C)cc3C)CC2)[nH]n1	13%	.	16	.	-3%	-2%	.	.	.
COc1ccc(CCCNC(=O)C2CCC(=O)N(CCCN3CCCC3=O)C2)cc1 (stereo not drawn)	20%	29	-1	17%	-4%	7%	14	20%	14%
CCN(CC)C1CCN(C(=O)c2ccc(OC3CCN(CCc4ccccc4)CC3)cc2)C1 (stereo not drawn)	18%	?	-16	?	-3%	-19%	-23	?	?

A section taken from the entries so far:
SMILES	KB-V1 MDR tox	IL-1B inflam inh	DRD3 agonist	SW480 rereplic	GLP1R ag	KB-3-1 cytotox	D3 antag	HT1080 IDH1KD tx	HT1080NT lethal
O=C(O)CSCC(=O)Nc1ccc(C(=O)O)cc1	24%	1	-4	-8%	-5%	13%	-6	17%	23%
Fc1ccc(CSc2nnc(Cc3sc(-c4ccccc4)nc3-c3ccccc3)o2)cc1	6%	4	-7	-3%	20%	-5%	1	10%	3%
COc1cccc(CNC(=O)c2cc3c(c(-c4cccc(-c5cccc(C#N)c5)c4)n2)[C@H](CCO)N(S(=O)C(C)(C)C)C3)c1 (stereo partly drawn)	14%	-17	14	.	-5%	0%	0	8%	7%
CC(C)C(=O)N1CCC2(CC1)Oc1ccc(Cl)cc1C(=O)C21CC(c2ccccc2)=NO1 (stereo not drawn)	-30%	?	-36	-51%[inhibitor][9.22 µM]	3%	-25%	?	-1%	-5%
O=C(NCCc1ccccc1)C(=O)NCC1OCCN1S(=O)(=O)c1ccccc1 (stereo not drawn)	-5%	-9	6	6%	10%	17%	5	1%	2%
O=C(COc1ccccc1Cl)Nc1ccc(S(=O)(=O)Nc2ccccn2)cc1	-22%	?	10	24%	12%	-8%	-24	-7%	-3%

Looked up by compound from above (two):
SMILES	KB-V1 MDR tox	IL-1B inflam inh	DRD3 agonist	SW480 rereplic	GLP1R ag	KB-3-1 cytotox	D3 antag	HT1080 IDH1KD tx	HT1080NT lethal
Cc1ccc(C(=O)Nc2ccc(S(=O)(=O)Nc3ncccn3)cc2)cc1[N+](=O)[O-]	11%	17	-6	-3%	-5%	1%	?	-1%	-7%
CCOC(=O)c1cc(S(=O)(=O)N2CCN(c3ccc(C)cc3C)CC2)[nH]n1	13%	.	16	.	-3%	-2%	.	.	.

Returning to the listing, starting 4 compounds before the break.
SMILES	KB-V1 MDR tox	IL-1B inflam inh	DRD3 agonist	SW480 rereplic	GLP1R ag	KB-3-1 cytotox	D3 antag	HT1080 IDH1KD tx	HT1080NT lethal
Cc1ccccc1C(=O)c1c[nH]c(C(=O)N=CN(C)C)c1	-8%	-7	5	0%	0%	2%	4	8%	15%
CCOC(=O)c1cc(S(=O)(=O)N2CCN(c3ccc(C)cc3C)CC2)[nH]n1	13%	.	16	.	-3%	-2%	.	.	.
COc1ccc(CCCNC(=O)C2CCC(=O)N(CCCN3CCCC3=O)C2)cc1 (stereo not drawn)	20%	29	-1	17%	-4%	7%	14	20%	14%
CCN(CC)C1CCN(C(=O)c2ccc(OC3CCN(CCc4ccccc4)CC3)cc2)C1 (stereo not drawn)	18%	?	-16	?	-3%	-19%	-23	?	?
CCc1ccc2oc(C(=O)N3CCN(c4ccccc4OC)CC3)cc(=O)c2c1	23µM*	-15	-1	?	10%	18µM*	5	13µM*	?
CCCCCCCCCCOC(=O)C[N+](C)(C)CC1CCCCC1O (stereo not drawn)	1%	0	-5	-12%	5%	-7%	0	4%	9%
CC(=O)NNC(=O)c1[nH]c2ccc(Br)cc2c1-c1ccccc1	-9%	12	-1	?	-4%	-9%	-17	?	?
O=C1CCC(=O)N1CCOP1(=O)COc2ccccc2OC1	16%	-4	1	-2%	-5%	0%	16	8%	22%
O=C(O)CCc1cccnc1	-3%&9%	0	-3	5%	2%	?	-11	-7%	1%
CCOc1ccc(C(=O)N[C@H](C(=O)Nc2ccc(S(=O)(=O)Nc3nccs3)cc2)C(C)C)cc1	20%	-7	5	1%	-12%	0%	28	17%	9%
O=C(NO)c1cc(OCC(F)(F)F)ccc1OCC(F)(F)F	-19%	?	-3	-1%	-5%	-5%	9	1%	-6%
Cc1ccc(OCCSCc2nc3ccccc3[nH]2)cc1	-2%	1	2	23%	0%	-9%	30	?	-10%
CCOCCCn1c(=S)[nH]c2cc(C(=O)NCCc3ccc(OC)c(OC)c3)ccc2c1=O	?	20	15	?	5%	21%	2	-14%	?
COc1ccc(N(Cc2ccccc2)C(=O)OC(C)(C)C)c(C(=O)N(C)OC)c1	-6%	-9	-38	25%	2%	-8%	0	3%	-1%
COc1ccc(C(=O)N2C=Cc3ccccc3C2C(N)=O)cc1 (stereo not drawn)	?	12	10	.	3%	-3%	1	1%	-1%
C/C(=N\N1CCN(c2ccc(Cl)cc2)CC1)c1ccco1	-8%	4	8	0%	-2%	5%	-14	18%	8%
C=C(C)COc1ccc(-c2[nH]ncc2-c2ccccc2)c(O)c1	?	?	-5	3%	-9%	-2%	3	?	?
N#C/C(=C\c1c(N2CCCCC2)nc2ccccn2c1=O)C(=O)NC1CCS(=O)(=O)C1 (stereo not drawn)	-2%	-6	7	18%	0%	12%	11	8%	9%
Clc1cccc(Cc2c(-c3ccco3)nc3ccc(Br)cn23)c1	10%	-14	-2	.	-2%	0%	-21	16µM*	?
Cc1ccc(C)c(OCCC(=O)NNC(=O)c2ccccc2F)c1	19%	21	3	-5%	2%	4%	-1	12%	14%
CCc1nc2c(OCc3ccc(OC(F)F)cc3)cccn2c1N(C)C(=O)c1ccco1	0%	-13	-4	.	-2%	0%	-11	10%	17%
CCCCSCc1nc2nc(Cl)c(Cl)nc2[nH]1	?	-1	-4	.	-7%	?	57	?	?
CC(=O)Oc1ccc(/C=C2\C=C(c3ccc(C)cc3)OC2=O)cc1	-3%	10	6	-10%	20%	-2%	-12	18%	4%
CCC(CO)NCc1cc(OC)c(OCC(=O)NCCc2ccccc2)cc1Br (stereo not drawn)	0%	8	9	0%	1%	-21%	1	-4%	-1%
O=C(O)CCC(=O)N1CCc2cc(S(=O)(=O)N(CCc3ccccc3)Cc3ccccc3)ccc21	26%	5	-1	-3%	7%	-4%	13	1%	-22%
O=C1C2ON(c3ccccc3)C(c3cccnc3)C2C(=O)N1c1ccc(Cl)c(Cl)c1 (stereo not drawn)	2%	7	47*	-1%	-10%	17%	30	7%	3%
Cc1ccnc(N2C(=O)CSC2c2ccc(Cl)cc2)c1 (stereo not drawn)	?	-2	-4	2%	-3%	19%	-6	12%	5%
O=C(N/N=C/c1ccoc1)c1ccccc1Br	8%	2	0	1%	-4%	-1%	15	8%	7%
